Screening results as filed in PubChem BioAssay.
Lipid droplet = hepatic lipid droplet formation modulation. AML12 mouse hepatocytes, oleate lipid droplets, BODIPY imaging. inhibition, % at 6.5 µM. 240,000 tested, 0.4% active. AID 1656;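 active means lipid droplet intensity inhibited by at least 50%, with more than 500 cells counted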
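System: AML12 hepatocytes (mouse). Probe or stimulus: oleic acid at 100 µM to induce lipid droplet formation. Times: overnight treatment with compound plus oleate. Detection: Image-based BODIPY and DAPI two-channel analysis. Evaluation: percent inhibition of filter-corrected integrated lipid droplet intensity per well.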
Lipid droplet cells 6.5 µM = recorded beside Lipid droplet, whose call it bears; cell count; measured here: cell count, cytotoxicity flag;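 cells counted across two imaged fields per well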
* hit, by the source's call.

canonical_smiles,Lipid droplet,Lipid droplet cells 6.5 µM
Cn1c(-c2ccc(F)cc2)cnc1NCc1cccc([N+](=O)[O-])c1,2.8,772
CCOC(=O)N1CCN(S(=O)(=O)c2ccc3c4c(cccc24)C(=O)N3)CC1,-60.8,614
CNC(=O)C1CCN(S(=O)(=O)c2c(C)noc2/C=C/c2ccc(OC)cc2)CC1,-4.7,804
Cc1c(Cl)cccc1NC(=S)NCCc1ccc(Cl)cc1,-32.1,842
CCC(=O)Nc1ccc(NC(=O)CSc2nnc(-c3ccco3)n2C)cc1,-4.1,751
Cc1c(NC(=S)NC(=O)c2cccc([N+](=O)[O-])c2)c(=O)n(-c2ccccc2)n1C,-1.0,691
COc1cc(NC(=O)CNC(c2ccccc2)c2ccccc2)cc(OC)c1OC,-21.9,823
CC(NC(=O)CN(c1ccccc1F)S(C)(=O)=O)c1ccccc1 (stereo not given),9.0,834
Cc1nc2ccccc2c(N)c1C(=O)/C=C/c1ccccc1,-11.0,746
O=C1NCCCCC1NS(=O)(=O)c1cccc2ccccc12 (stereo not given),-23.7,409
O=C(c1ccco1)N1N=C(c2cccs2)CC1c1ccccc1O (stereo not given),-2.6,838
COc1ccc(C(=O)CC(SCC(NC(C)=O)C(=O)O)c2ccc(Cl)cc2)cc1OC (stereo not given),7.9,882
O=C(Nc1ccc(C(=O)O)cc1)/C(=C\c1ccco1)NC(=O)c1ccco1,-22.2,776
COc1ccccc1N(CC(=O)NC1CCCC1)C(=O)CNC(=O)c1cccs1,-6.8,819
Cc1nnsc1S(=O)c1ccc(Br)cc1 (stereo not given),-8.4,646
Cc1ccccc1-n1nnnc1SCC(=O)Nc1ccc(N2CCN(C)CC2)cc1,-77.7,762
CCCc1ccc2oc(C(=O)N3CCN(C4CCS(=O)(=O)C4)CC3)c(C)c2c1 (stereo not given),-52.9,657
CC1(C)Cc2c(sc3nc(SCC(=O)O)nc(N)c23)CO1,-8.4,814
COc1ccc2oc(C(=O)N3CCN(S(=O)(=O)c4cccc([N+](=O)[O-])c4)CC3)c(C)c2c1,-0.1,823
CC1CCCN(C(=O)Cn2nnc(-c3ccc(F)cc3)n2)C1 (stereo not given),2.1,782
O=[N+]([O-])c1ccccc1OC/C(=N\O)c1ccccc1,-20.4,746
O=C(Nc1sc2c(c1C(=O)O)CCCC2)c1ccccc1Cl,-0.3,785
COC(=O)c1ccccc1NC(=O)CSc1nncn1-c1cccnc1,-8.4,715
CCCCn1c(SCC(=O)N2CCOCC2)nc2c1c(=O)n(C)c(=O)n2C,2.7,509
Cc1nn(-c2cccc(C(F)(F)F)c2)c(=O)c2ccccc12,-2.2,803
Cc1nn(CC(=O)NCc2ccccc2)c(=O)c2cccn12,2.7,680
C=CCc1cccc(/C=N/NC(=O)c2ccc3nc[nH]c3c2)c1O,0.8,711
Cc1cccc(/C=N/NC(=O)c2ccc(NC(=O)c3ccccc3Cl)cc2)n1,7.7,691
NC(=O)c1cc(-c2csc(-c3cccnc3)n2)ccc1O,-28.1,765
COc1cccc(-c2cc(C(=O)Nc3cccnc3Cl)no2)c1,5.1,798
Cc1ccc(S(=O)(=O)Nc2ccc(OCC(=O)N3CCOCC3)cc2)c(C)c1NS(C)(=O)=O,11.7,776
CC(=O)Oc1ccc(N(C(C)=O)S(=O)(=O)c2ccc(Cl)cc2)c2ccccc12,7.4,819
CCOc1cc(/C=C/c2cccc[n+]2C)ccc1O,-9.4,760
COc1ccc(S(=O)(=O)N2CCC(C(=O)NCc3ccc(C)cc3)CC2)cc1,9.7,803
COc1ccccc1CN1CC(C(=O)NCCN2CCNC2=O)CCC1=O (stereo not given),10.4,667
CSc1ccc(CCNC(=O)CCc2nnc3ccc(N4CCCCC4)nn23)cc1,-17.9,715
Cc1cccc(CC(C)NC(=O)c2cc(COc3ccc(F)cc3F)on2)n1 (stereo not given),0.0,744
O=C(NCc1n[nH]c(=S)n1-c1cccc(C(F)(F)F)c1)c1ccc(S(=O)(=O)N2CCCCC2)cc1,-2.2,828
Cc1c(C(=O)O)sc2nc(/C=C/c3cccc(F)c3)[nH]c(=O)c12,-0.1,809
CCN(CC)CCOC(=O)C(Cc1cccc2ccccc12)CC1CCCO1 (stereo not given),-18.7,406
Cc1cccc(C(=O)OCC(=O)NC(=O)Cc2ccccc2)c1O,0.4,859
Cn1cc(CCC(=O)NCc2cccc(Cl)c2)c2ccccc21,5.0,850
CCCCOc1ccc(C(=O)N(Cc2ccccc2)C2CCS(=O)(=O)C2)cc1 (stereo not given),-3.7,844
S=c1[nH]nc(C2CCCCC2)n1/N=C/c1c(Cl)cccc1Cl,-19.0,813
NNC(=O)COc1ccc2oc3c(c2c1)CCCC3,-6.9,783
Cc1[nH]c2ccc(C(=O)N3CCN(c4ccccn4)CC3)cc2c1C,-7.3,763
COc1cc(C(=S)N2CCOCC2)cc(OC)c1OC(=O)c1ccc(F)cc1,-1.0,850
Cc1cc(Br)ccc1OCC(=O)NC1CCCC1,-5.1,805
COc1ccc(-c2noc(CCCC(=O)NC3CCCC3)n2)cc1,-4.1,801
CCOc1ccc(S(=O)(=O)N2CCN(c3ccccn3)CC2)cc1,12.7,828
CCOC(=O)Cc1csc(NC(=O)CSc2nccn2C)n1,-1.8,813
CCc1ccc(OCc2ccc(C(=O)O)o2)cc1,59.2*,822*
Cc1nnc(NC(=O)C2CC(=O)N(C(C)c3ccccc3)C2)s1 (stereo not given),-9.7,844
COc1ccccc1OC(C)C(=O)N1CC(=O)Nc2ccccc21 (stereo not given),-32.5,699
COc1ccccc1OCC(=O)NCC1CCCN(C(=O)c2ccccc2SC)C1 (stereo not given),-3.4,753
COc1cc(OC)cc(C(=O)NC2CCSc3ccccc32)c1 (stereo not given),-0.5,691
COCc1cc(C)nc2sc(C(=O)Nc3ccccc3F)c(N)c12,-8.3,754
Cc1ccc(Cn2c(=N)c(C(=O)NC3CCCC3)cc3c(=O)n4ccccc4nc32)cc1,-8.9,734
O=C(N/N=C/c1ccccc1F)C(=O)N1CCCCCC1,-11.2,782
COc1ccc(-c2noc(CCCC(=O)NC3CCCC3)n2)cc1OC,0.3,761

Continuation:
canonical_smiles,Lipid droplet,Lipid droplet cells 6.5 µM
CCCn1c(=N)c(S(=O)(=O)c2ccc(F)cc2)cc2c(=O)n3cccc(C)c3nc21,3.7,740
Cc1ccc2cc3cc(C(=O)NC4CC4)oc3nc2c1,-7.3,748
Cc1cc(OCC(=O)Nc2ccccn2)c2c(C)c(C)c(=O)oc2c1,7.2,674
COc1ccccc1C(=O)NCCOc1ccc(C(C)(C)C)cc1,0.4,823
Cn1ccsc1=NC(=O)c1cccc(C#N)c1,-6.8,782
CCOc1ccc(C(=O)CCC(=O)N2CCC(C(=O)OC)CC2)cc1,-3.6,863
COc1cc2c(cc1OC)C(c1cccc([N+](=O)[O-])c1)=NCC2,-17.8,796
COc1ccc(S(=O)(=O)NCCCN2CCCC2=O)c(OC)c1,-25.8,648
CC(=O)Nc1ccc(S(=O)(=O)N2CCC(C(=O)NCCC(=O)NCc3ccncc3)CC2)cc1,7.1,682
COc1ccc(CN(C)Cc2c(O)ccc3cc(Br)ccc23)cc1OC,-1.4,686
CCOc1ccccc1CNC(=O)CCc1cn(CC)c2ccccc12,21.9,800
Cc1onc(-c2ccccc2Cl)c1C(=O)NCc1ccc(F)cc1,14.0,804
CC(=O)c1cccc(OCc2cc(C(=O)N(C)CCC3CCOCC3)no2)c1,-4.4,776
CN(C)C(=O)N1CCN(S(=O)(=O)c2ccc3ccccc3c2)CC1,10.9,800
Cc1ccc(C(=O)NC(=O)CSc2nnc(C)s2)cc1,-7.6,637
COc1ccc(N(CC(=O)NCCc2ccccc2)C(=O)CCC(=O)Nc2nccs2)c(OC)c1,-5.3,809
CCOC(=O)CNC(=O)CSc1nnc(CCc2nc3ccccc3[nH]2)n1C,-0.3,809
CC(C)(Cc1ccccc1)NC(=O)C(=O)c1cn(CC(=O)N2CCOCC2)c2ccccc12,-5.8,699
O=C(c1ccco1)N1CCN(S(=O)(=O)c2c(Cl)cccc2Cl)CC1,-2.5,784
CCCc1nnc(SCC(=O)Nc2cccc(C(F)(F)F)c2)o1,2.1,773
Cc1cccc(C(=O)OCC(=O)N2CC(C)OC(C)C2)c1C (stereo not given),-0.8,782
CCCc1cc(=O)oc2cc(OCC(=O)NCCCn3ccnc3)ccc12,-6.2,792
COc1ccc(CNc2ccc(N3CCOCC3)cc2)cc1,-7.2,770
CS(=O)(=O)N1CCC(C(=O)Nc2ccccc2Cl)CC1,-0.3,824
Cc1ccc(Nc2nc3ccccc3n3cnnc23)c(Cl)c1,4.5,710
CCOC(=O)C1=C(COC(=O)[C@@H]2CCCN2S(=O)(=O)c2ccc(C)cc2)NC(=O)NC1C (stereo not given in full),0.8,815
CC(=O)c1ccc(S(=O)(=O)N(C)CCCC(=O)N(C)Cc2ccccc2F)cc1,10.5,670
Nc1ncc(Br)cc1S(=O)(=O)NCCC(=O)NCc1ccc(F)cc1,-20.4,719
COC(=O)c1ccccc1NC(=O)NN1CCN(C)CC1,-4.9,692
CC(=O)N1c2ccc(S(=O)(=O)NCCC(=O)Nc3ccc(C)cn3)cc2CC1C (stereo not given),-15.4,767
COc1cccc(-c2cn(-c3cccc(C(F)(F)F)c3)c(=S)[nH]2)c1,59.3*,709*
O=C(COc1ccc(Cl)cc1Cl)N/N=C/c1ccc[nH]1,-1.3,720
CC(=O)c1ccc(S(=O)(=O)NC2CCCCCCC2)cc1,1.2,766
CCc1cccc(C)c1NC(=O)CCCn1c(=O)c2cccn2c2cccnc21,-24.5,689
Cc1ccc(CNC(=O)C2CCN(C(=O)Nc3ccccc3)CC2)cc1,-11.9,759
CCOc1cccc(C(=O)Nc2ccccc2C(=O)N2CCN(C)CC2)c1,1.1,774
CCCCn1c(N)c(N(CC)C(=O)c2ccc([N+](=O)[O-])c(C)c2)c(=O)[nH]c1=O,8.7,832
COC(=O)CSc1nc2sccc2c(=O)n1-c1ccccc1,-18.6,840
COc1cccc(-c2cc(C(=O)N3CCN(c4ccc(F)cc4)CC3)no2)c1,-2.6,743
COc1cc(Cl)c(S(=O)(=O)NCCCn2ccnc2)cc1Cl,-0.5,833
CS(=O)(=O)c1ccc(C(=O)Nc2cccc(-c3nc4ccccc4[nH]3)c2)cc1,10.8,747
COc1ccc(NC(=O)C/C(C)=N/NC(=O)c2cnccn2)cc1Cl,-19.9,726
O=C(NCCc1ccc(Cl)cc1)c1cc(=O)[nH]c2ccccc12,4.2,778
COc1ccc(NC(=O)CCNS(=O)(=O)c2cccc3nonc23)cc1Cl,-13.3,816
CSc1ccc(CNC(=O)C(C)n2nc(C)c3c(C)n(-c4ccccc4)nc3c2=O)cc1 (stereo not given),-3.6,703
NC(=O)c1oc2ccccc2c1NC(=O)CS(=O)(=O)c1ccccc1,2.0,775
COc1ccc(NC(=O)CSc2nccn2Cc2ccco2)cc1,-7.3,743
Cc1c(Cl)cccc1NC(=O)Cc1cccs1,-13.6,774
Cc1c(CC(=O)N2CCN(C(=O)C3COc4ccccc4O3)CC2)c(=O)oc2cc(O)c(Cl)cc12 (stereo not given),4.0,750
COc1ccc(OC)c(S(=O)(=O)N2CCN(CC(O)COc3ccc(C#N)cc3)CC2)c1 (stereo not given),-14.7,735
O=C(NNC1=NS(=O)(=O)c2ccccc21)c1cccc([N+](=O)[O-])c1,10.7,781
CN(Cc1ccccc1)C(=O)CCS(=O)(=O)c1ccc2c(c1)oc(=O)n2C,7.4,642
COc1ccc(C(=O)NNC(=O)C(=O)/C=C(\O)c2ccc(C)cc2)cc1,-3.0,820
O=C(O)c1ccc(N/N=C/C=C/c2ccc([N+](=O)[O-])o2)cc1,13.5,769
COc1ccc(CNC(=O)CCCn2nc(C)c3c(C)n(-c4ccc(C)cc4)nc3c2=O)cc1OC,-3.0,700
CC(C)CCNC(=O)CN(Cc1ccc(F)cc1)C(=O)CCC(=O)Nc1ccccn1,39.8,759
CCOC(=O)[C@@H]1[C@H]2COc3ccc(Br)cc3[C@@H]2N2C(=O)N(c3ccc(OC)cc3)C(=O)[C@]12C,8.0,816
Cc1ccc(-c2nnn(CC(=O)N(CC(=O)NC3CCCC3)c3ccc(F)cc3)n2)o1,-5.5,815
COC(=O)c1ccc(C2/C(=C(\O)c3ccc4c(c3)OCCO4)C(=O)C(=O)N2c2nnc(C)s2)cc1 (stereo not given),-0.6,749
CC(C(=O)N1CCc2ccccc2C1)N(c1ccccc1)S(C)(=O)=O (stereo not given),-4.8,834
COc1ccc(S(=O)(=O)Nc2ccc(S(=O)(=O)Nc3nccs3)cc2)cc1,-5.9,814
Cc1ccc(NC(=O)c2sccc2C)nc1,2.3,707
Nc1ccccc1-n1c(=O)n(Cc2ccccc2F)c(=O)c2[nH]cnc21,7.5,832

In another format: results already given
> NC(=O)c1oc2ccccc2c1NC(=O)CS(=O)(=O)c1ccccc1
  Lipid droplet: 2.0; Lipid droplet cells 6.5 µM: 775

> O=C(NNC1=NS(=O)(=O)c2ccccc21)c1cccc([N+](=O)[O-])c1
  Lipid droplet: 10.7; Lipid droplet cells 6.5 µM: 781

> Cc1c(Cl)cccc1NC(=O)Cc1cccs1
  Lipid droplet: -13.6; Lipid droplet cells 6.5 µM: 774

> O=C(NCCc1ccc(Cl)cc1)c1cc(=O)[nH]c2ccccc12
  Lipid droplet: 4.2; Lipid droplet cells 6.5 µM: 778

A portion of the library, so the mix of outcomes need not match the whole.
